Compound activity from PubChem BioAssay.
Nrf2 ARE act = Nrf2 pathway activation; AREc32 ARE-luciferase reporter (MCF7-derived line), luminescence, 24 h; Potency, µM (doses to about 46.1 µM), for inactives: top-dose activation, hits mostly activators; actives 0.31% (n = 410,000); further: potency means the concentration at half of the fitted maximal effect; % of control where 0% means no effect; nearly all actives have a fitted effect of over 65% in size
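ARE activation measured as luciferase luminescence (Steady-Glo, 30 min RT) in AREc32_Fluc cells after 24 hr compound exposure at 37 deg C, 5% CO2; cells seeded overnight at 1000/well in OPTI-MEM, 5% FBS.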
pAkt inh = Akt phosphorylation inhibition | actives 0.32% (n = 360,000) | AID 651550 | activity change, % for hits at 50 µM | Neuro2A IGF-stimulated pAkt S473 HTRF, 20 min; stronger effect = lower value; in the data active means activity change below about -80%; inconclusive means mostly about -51% to -80%; further: on the % scale 0 is the no-effect control and ±100 the full control effect
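Neuro2A cells (4,500/well, DMEM with 0.5% FBS) were treated with compound at a single 50 µM final concentration, stimulated with 6 nM IGF for 20 min at 37 °C, and lysed. Phospho-Akt Ser473 was read by HTRF as 665/615 ratio ×10^4.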
EPAC2 antagonist = blocks human EPAC2 exchange factor; Q8WZA2; actives 0.18% (n = 360,000); AID 720708; EPAC2 GEF exchange of Rap1B-BODIPY-GDP, fluorescence; Potency, µM (series often up to 114 µM), for inactives: at the top dose activity, negative = inhibition, most hits filed as inhibitors; further: potency means the concentration at half of the fitted maximal effect; on the % scale 0 is the no-effect control and ±100 the full control effect; nearly all actives have a fitted effect of over 45% in size; many of its hits are not listed in these tables
Target sequence (Q8WZA2 whole entry, looked up): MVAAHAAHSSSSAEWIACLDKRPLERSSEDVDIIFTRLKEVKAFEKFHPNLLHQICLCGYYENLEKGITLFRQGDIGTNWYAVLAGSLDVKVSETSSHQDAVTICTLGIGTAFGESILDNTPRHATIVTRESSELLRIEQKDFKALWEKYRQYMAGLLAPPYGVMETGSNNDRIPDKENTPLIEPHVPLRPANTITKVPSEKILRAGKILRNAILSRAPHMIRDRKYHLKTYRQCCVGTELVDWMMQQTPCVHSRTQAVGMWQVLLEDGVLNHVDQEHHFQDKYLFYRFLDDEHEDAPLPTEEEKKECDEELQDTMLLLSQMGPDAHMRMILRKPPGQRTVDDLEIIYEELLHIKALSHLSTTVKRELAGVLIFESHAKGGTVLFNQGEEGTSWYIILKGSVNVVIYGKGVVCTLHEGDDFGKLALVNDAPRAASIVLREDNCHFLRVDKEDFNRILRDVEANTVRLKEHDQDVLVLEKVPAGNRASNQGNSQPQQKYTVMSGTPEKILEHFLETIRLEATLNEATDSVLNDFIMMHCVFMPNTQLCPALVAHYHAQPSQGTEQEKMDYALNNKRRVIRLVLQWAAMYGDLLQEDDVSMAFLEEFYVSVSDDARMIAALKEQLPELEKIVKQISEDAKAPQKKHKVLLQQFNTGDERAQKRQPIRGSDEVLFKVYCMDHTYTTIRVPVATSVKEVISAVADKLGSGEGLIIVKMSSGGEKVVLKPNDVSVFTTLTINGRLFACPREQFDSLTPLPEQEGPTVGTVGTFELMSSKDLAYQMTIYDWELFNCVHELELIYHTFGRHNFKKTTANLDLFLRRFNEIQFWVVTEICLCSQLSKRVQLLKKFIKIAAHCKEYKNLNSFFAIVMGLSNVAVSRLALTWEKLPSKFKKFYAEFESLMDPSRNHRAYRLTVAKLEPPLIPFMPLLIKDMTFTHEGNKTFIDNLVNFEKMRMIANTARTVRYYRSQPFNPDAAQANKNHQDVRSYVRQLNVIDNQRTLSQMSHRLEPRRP
Nrf2 block = Nrf2 pathway inhibition; A549 ARE-Fluc reporter, luciferase luminescence, 18-24 h; Potency, µM (top dose mostly 46 µM), for the others: at the highest dose activity change, negative = inhibition, most hits filed as inhibitors; actives 2.1% (n = 360,000); further: potency means the concentration at half of the fitted maximal effect; on the % scale 0 is the no-effect control and ±100 the full control effect; nearly all actives have a fitted effect of over 60% in size
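A549 ARE_Fluc cells (5000/well, 5% FBS OPTI-MEM) pre-incubated 2 h, then treated with compounds 18-24 h at 37C/5% CO2 in concentration-response. CellTiter-Fluor viability read first; BugLite luciferase luminescence after 15 min at room temperature gives Nrf2 activity.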
CCT modulator = modulators of cytosolic chaperonin (CCT/TRiC) activity; purified chaperonin ATPase assay, HTRF ADP detection, 30 min; AID 651819; activity change, % (no concentration beside the values), hits read low; actives 0.3% (n = 360,000); in the data active means activity change below about -30%; further: on the % scale 0 is the no-effect control and ±100 the full control effect
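First, chaperonin was dispensed at 40 nM or 20 nM final depending on batch activity. Next, compounds were pinned at 76 uM and ATP added at 10 uM. After 30 min at 37 °C, ADP detection reagents ran 30 min at ambient temperature.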
A549 viability = kills or reduces viability of A549 cells in Nrf2 counter-screen; A549 ARE-Fluc cells, CellTiter-Fluor viability, 18-24 h; Potency, µM (top dose mostly 46 µM), without a hit: top-dose activity change, negative = cytotoxicity, actives largely listed as inhibitors; actives 0.16% (n = 390,000); AID 504648; further: potency means the concentration at half of the fitted maximal effect; on the % scale 0 is the no-effect control and ±100 the full control effect
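A549 ARE_Fluc cells in 5% FBS OPTI-MEM were exposed to compounds in concentration-response for 18-24 h at 37 deg C. Viability was read by CellTiter-Fluor fluorescence (Ex 405/Em 525) after 30 min, before the luciferase read.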
Mm-Cpn inhibitor = inhibitors of Methanococcus maripaludis chaperonin (MmCpn) | purified Mm-Cpn ATPase, ADP Transcreener TR-FRET | Potency, µM (series often up to 76.9 µM), for the others: at the top dose activity, negative = inhibition, hits mostly inhibitors | actives 0.031% (n = 330,000) | AID 504842; further: potency means the concentration at half of the fitted maximal effect; on the % scale 0 is the no-effect control and ±100 the full control effect; nearly all actives have a fitted effect of over 80% in size
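ATPase read-out: TR-FRET ADP immunoassay (anti-ADP Eu cryptate vs ADP-d2), ex 320 nm, em 590/665 nm; signal drops as ADP forms. Enzyme 25 nM, ATP 10 uM, 30 min at 37°C after 10 min compound preincubation.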
EPAC2 ag = agonists of human EPAC2 (RAPGEF4). Q8WZA2. EPAC2 activation, biochemical qHTS; response scale: 100% = 6.5 mM cAMP response. Potency, µM (top dose mostly 154 µM), for the others: top-dose activation, actives largely listed as activators. actives 0.079% (n = 360,000). AID 720711; further: potency means the concentration at half of the fitted maximal effect; nearly all actives have a fitted effect of over 50% in size
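Nucleotide exchange monitored as fluorescence drop when BODIPY-GDP leaves Rap1B. Reaction: 100 nM EPAC2, 250 nM RAP1B-BODIPY-GDP, 50 uM GDP, room temperature, kinetic read over 30 min. Activity expressed relative to 6.5 mM cAMP.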
TGFb inhibitor = TGF-b pathway inhibition | HepG2 CAGA-GFP TGF-b/SMAD3 reporter, GFP fluorescence, 18 h; TGF-beta stimulated, 500 pg/mL final | AID 588855 | Potency, µM (highest dose often 46.1 µM), for inactives: at the top dose activity, negative = inhibition, usual class: inhibitors | actives 1.2% (n = 410,000); further: potency means the concentration at half of the fitted maximal effect; on the % scale 0 is the no-effect control and ±100 the full control effect; nearly all actives have a fitted effect of over 65% in size
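Per well, imaged GFP fluorescence of HEPG2 CAGA-GFP cells gives the signal; cells get compound, then TGF-beta (500 pg/mL final), 18 h at 37 degrees C; %Activity versus -TGF-beta and +DMSO controls.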
* hit, by the source's call; i = inactive; ? = inconclusive; . = no result given; & = joins results of further samples; [ ] = dose if it differs, or a comment. Unless noted, the call rests on the fitted dose curve; in most records, active means well fitted curve in the direction sought with a large enough effect; inconclusive means small, poorly fitted or top-dose-only effect, or another doubt; inactive means no such curve, though single readings can be large; an effect the other way counts as inactive or inconclusive.

SMILES	Nrf2 ARE act	pAkt inh	EPAC2 antagonist	Nrf2 block	CCT modulator	A549 viability	Mm-Cpn inhibitor	EPAC2 ag	TGFb inhibitor
c1ccc(CNc2nc(NCCc3ccncc3)c3sccc3n2)cc1	-1.1%	i	9%	.	-1.2	.	.	9%	2.2µM*
CC(C)Oc1ccc(CNC(=O)Cn2nc(N3CCN(c4ccccc4)CC3)ccc2=O)cc1	2.7%	.	.	-12%	.	-21%	.	.	?
NC(=O)CCC(=O)N1CCCC(C(=O)c2ccc(C(F)(F)F)cc2)C1 (stereo not drawn)	-0.5%	i	12%	5%	-1.0	2%	-1%	11%	6%
CN(C)c1cc(N)c2ccccc2n1 (tested in a mixture with another compound)	-0.1%	i	-3%	5%	-3.0	-1%	0%	13%	15%
Cc1cc(C)c(S(=O)(=O)N2CCCOC2CNC(=O)C(=O)NCc2ccncc2)c(C)c1 (stereo not drawn)	-0.1%	i	5%	-2%	-1.0	-2%	-1%	7%	0%
COc1cc(C2CC(=O)Oc3c2c(=O)[nH]c2ccccc32)cc(OC)c1OC (stereo not drawn)	-2.4%	.	.	3%	.	2%	.	.	18%
CCC1CCCCN1Cc1ccc(N)cc1 (stereo not drawn)	-0.5%	i	-2%	0%	-0.5	0%	-2%	6%	-1%
CC1(C(=O)NC2CCCC2)CCC(=O)N1CCc1c[nH]c2ccccc12 (stereo not drawn)	0.0%	i	-4%	.	2.5	.	.	5%	-2%
Cc1ccc(C(C)C)c(OCc2nc(-c3nonc3N)no2)c1	2.0%	i	-18%	15%	-0.8	-3%	1%	9%	-6%
N#Cc1c(-c2ccncc2)c2c([nH]c1=S)CCCC2	-0.1%	i	-8%	.	-0.4	-1%	-3%	-9%	3%
CC1(C)CC(=O)C=C(NCCCNC2CCCCC2)C1	0.0%	i	0%	-10%	-1.1	1%	-3%	9%	-18%
COc1ccc(C)cc1S(=O)(=O)N(C)CC(=O)Nc1ccc2c(c1)OCCO2	-0.3%	i	-4%	?	0.5	0%	1%	9%	-18%
Cc1cccc(/C=N/n2c(C3CCCCC3)n[nH]c2=S)c1	-0.5%	i	4%	3%	-3.0	5%	1%	14%	?
COc1cc(N2C(=O)CSC23C(=O)Nc2ccccc23)cc(OC)c1OC (stereo not drawn)	-0.1%	i	-4%	-2%	-1.2	1%	0%	-1%	9%
O=C(c1ccc(-c2ccccc2)cc1)N1CCC(C(=O)N2CCCC2)CC1	0.0%	i	-3%	?	-3.6	2%	2%	-9%	-22%

Part of the list above in another layout:
molecule | Nrf2 ARE act | pAkt inh | EPAC2 antagonist | Nrf2 block | CCT modulator | A549 viability | Mm-Cpn inhibitor | EPAC2 ag | TGFb inhibitor
CC(C)Oc1ccc(CNC(=O)Cn2nc(N3CCN(c4ccccc4)CC3)ccc2=O)cc1 | 2.7% | . | . | -12% | . | -21% | . | . | ?
c1ccc(CNc2nc(NCCc3ccncc3)c3sccc3n2)cc1 | -1.1% | i | 9% | . | -1.2 | . | . | 9% | 2.2µM*
CC1(C)CC(=O)C=C(NCCCNC2CCCCC2)C1 | 0.0% | i | 0% | -10% | -1.1 | 1% | -3% | 9% | -18%
Cc1cccc(/C=N/n2c(C3CCCCC3)n[nH]c2=S)c1 | -0.5% | i | 4% | 3% | -3.0 | 5% | 1% | 14% | ?
NC(=O)CCC(=O)N1CCCC(C(=O)c2ccc(C(F)(F)F)cc2)C1 (stereo not drawn) | -0.5% | i | 12% | 5% | -1.0 | 2% | -1% | 11% | 6%

The results go on.
SMILES	Nrf2 ARE act	pAkt inh	EPAC2 antagonist	Nrf2 block	CCT modulator	A549 viability	Mm-Cpn inhibitor	EPAC2 ag	TGFb inhibitor
O=C(CSc1nc(O)cc(=O)n1-c1ccccc1)c1ccc(Br)cc1	2.5%	i	3%	5%	1.1	1%	-7%	-3%	-10%
CC1CN(C(=O)COC(=O)c2ccc(F)cc2Cl)CC(C)O1 (stereo not drawn)	-0.5%	i	5%	1%	0.0	0%	2%	3%	-15%
O=C(NCCc1ccccc1)c1cccnc1	-0.4%	i	7%	?	-0.5	-6%	0%	-5%	1%
Cn1c(=O)c(C#N)c(-c2ccccc2)n2cnnc12	1.9%	i	12%	7%	2.9	-26%	-2%	-5%	-5%
CC(=O)NCCc1ccc(C(=O)COC(=O)c2cc(C)oc2C)cc1	5.1%	i	-5%	-9%	-0.4	1%	-1%	6%	11%
COc1cc(C2C(C(=O)c3ccc(C)o3)=C(O)C(=O)N2c2cc(C)on2)ccc1OCc1ccccc1 (stereo not drawn)	-0.3%	.	-5%	28%	-0.6	1%	-2%	-6%	-21%
CN(C)c1ccc(NC(=O)Cn2c(SCc3ccc(F)cc3)nc3ccncc32)cc1	11%	.	.	12%	.	-7%	.	.	-17%
Cc1ccc(-c2nc(CN(C)C3CCOCC3)c(C)o2)s1	-0.2%	i	-6%	-2%	-4.6	4%	-2%	12%	5%
CCOC(=O)CNC(=O)c1cc(OC)cc(OC)c1	0.0%	i	2%	9%	0.0	-2%	0%	-2%	-4%
O=C(Cn1c(-c2cccs2)cc2cc(F)ccc21)N1CCN(c2ccccc2)CC1	0.8%	.	.	-12%	.	6%	.	.	-10%
COc1cc(C=C(C(C)=O)C(C)=O)ccc1O	8.3%	i	4%	11%	0.8	-1%	4%	5%	-3%
CCS(=O)(=O)N1CCC(C(=O)Nc2cc(Cl)ccc2O)CC1	0.2%	i	-5%	-4%	-0.9	5%	2%	0%	25%
CCOC(=O)CC(NC(=O)C(CC)c1ccccc1)c1ccccc1Cl (stereo not drawn)	-0.8%	i	-4%	0%	-1.5	0%	-2%	3%	-2%
Cc1cc(C)cc(NC(=O)CSc2nnnn2-c2cccnc2)c1	3.0%	i	12%	-15%	-2.3	4%	-1%	5%	5%
Cc1cccnc1-n1c(CCN2C(=O)c3ccccc3C2=O)nc2ccccc2c1=O	-0.2%	i	-4%	-4%	-1.3	-17%	-1%	6%	-14%
CC(C)CN(C(=O)C1CC1)C1CCS(=O)(=O)C1 (stereo not drawn)	2.6%	i	2%	7%	1.0	0%	1%	12%	-2%
Cc1ccc(C(C)C)cc1OCC(=O)N1CCN(C(=O)c2ccco2)CC1	0.0%	i	-1%	-21%	-4.6	2%	-7%	3%	-3%
CCOc1ccc(OCCC(=O)OCC(=O)NC2CC2)cc1	-0.6%	i	1%	-10%	-3.4	-1%	-4%	-2%	-5%
Cn1c(=O)oc2cc(S(=O)(=O)NCc3ccc(Cl)cc3)ccc21	3.1%	i	3%	3%	-2.3	0%	1%	7%	-11%
CCc1ccc(CNc2ccc3c(c2)ncn3C(C)(C)C)cc1	0.6%&0.5%	i	-11%	?	0.9	-11%&-7%	-1%	9%	?
CNc1snc(C)c1C(=O)OCC(=O)NCc1ccccc1OC	-0.3%	i	3%	-10%	-0.3	-5%	0%	2%	13%
CC(C)Nc1ccc(C(CC(N)=O)NC(=O)Cc2cccc3ccccc23)cc1[N+](=O)[O-] (stereo not drawn)	-0.8%	i	9%	-8%	-0.3	-7%	1%	-10%	?
CCOC(=O)c1ccc(N=c2ssnc2Cl)cc1	-0.5%	i	5%	?	-3.5	-11%	-1%	13%	?
Cc1ccc(NC(=O)c2ncc(Cl)c(Cl)c2Cl)cc1C	5.6%	i	3%	?	-2.5	0%	1%	-3%	0%
CC/C(=N/NC(=O)c1ccc(Br)o1)c1ccc(Cl)cc1	3.9%	i	7%	1%	2.2	1%	0%	0%	18%
Cc1cc(Br)ccc1NC(=O)CNC(=O)CN(C)C1CCS(=O)(=O)C1 (stereo not drawn)	-0.6%	i	12%	-9%	-3.8	-2%	2%	3%	-9%
COc1ccc(S(=O)(=O)N2CCOCC2)cc1C(=O)N1CCCCCC1	-0.3%	i	-3%	2%	-2.0	-5%	1%	0%	2%
O=S1(=O)c2ccccc2N(Cc2ccc(Cl)cc2F)c2ccccc21	-0.7%	.	.	-13%	.	9%	.	.	39%[activator]
Clc1ccc(C(c2cccs2)N2CCNCC2)cc1 (stereo not drawn)	-2.9%	i	19%	.	-2.1	.	.	5%	0%
CC(C)(C)c1ccc(C(=O)NCCC(=O)Nc2ccc(S(=O)(=O)Nc3nccs3)cc2)cc1	0.0%	i	-14%	0%	-3.9	1%	-1%	3%	-8%
COc1ccccc1NC(=O)Cn1cnc2c(cnn2-c2ccccc2)c1=O	0.2%	i	4%	?	-1.5	-3%	1%	0%	?
N#Cc1cc2c(nc1SCC(=O)N1CCOCC1)CCCCC2	-0.8%	i	17%	7%	0.6	-3%	-2%	7%	-5%
CCOC(=O)c1ccc(NC(=O)C2CC(=O)N(c3ccc4c(c3)OCCO4)C2)cc1 (stereo not drawn)	0.0%	i	-4%	-15%	0.5	-1%	-1%	-7%	0%
O=C(CCC1CCCCC1)NCCN1C2=NC[C@H](Cc3ccc(O)cc3)N2C[C@H]1Cc1ccc(O)cc1	-0.3%	i	8%	14%	1.5	-1%	.	-4%	1%
COc1ccc(Nc2nnc(C)c(=O)[nH]2)c(OC)c1	-0.1%	i	1%	10%	-0.1	1%	-1%	1%	6%
Cc1cccc(NC(=O)CN2C(=O)CSC2=O)c1	-0.2%	i	4%	3%	-1.6	1%	-1%	13%	?

The list is partial. The share of hits here may be higher or lower than overall.
